KCNQ2 inh: KCNQ2 channel blockers in CHO-K1 cells – cell-based, FluxOR thallium flux, B-score, primary screen (AID 2156); 20 min; stronger effect = lower value; B-score at 10 µM; 310,000 compounds, 1.1% hits;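 active = fluorescence ratio B-score at most minus 3 library SDs, with starting brightness B-score within 2 library SDs, cut at about -5.5 in these data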
Target sequence (O88943 whole entry, looked up): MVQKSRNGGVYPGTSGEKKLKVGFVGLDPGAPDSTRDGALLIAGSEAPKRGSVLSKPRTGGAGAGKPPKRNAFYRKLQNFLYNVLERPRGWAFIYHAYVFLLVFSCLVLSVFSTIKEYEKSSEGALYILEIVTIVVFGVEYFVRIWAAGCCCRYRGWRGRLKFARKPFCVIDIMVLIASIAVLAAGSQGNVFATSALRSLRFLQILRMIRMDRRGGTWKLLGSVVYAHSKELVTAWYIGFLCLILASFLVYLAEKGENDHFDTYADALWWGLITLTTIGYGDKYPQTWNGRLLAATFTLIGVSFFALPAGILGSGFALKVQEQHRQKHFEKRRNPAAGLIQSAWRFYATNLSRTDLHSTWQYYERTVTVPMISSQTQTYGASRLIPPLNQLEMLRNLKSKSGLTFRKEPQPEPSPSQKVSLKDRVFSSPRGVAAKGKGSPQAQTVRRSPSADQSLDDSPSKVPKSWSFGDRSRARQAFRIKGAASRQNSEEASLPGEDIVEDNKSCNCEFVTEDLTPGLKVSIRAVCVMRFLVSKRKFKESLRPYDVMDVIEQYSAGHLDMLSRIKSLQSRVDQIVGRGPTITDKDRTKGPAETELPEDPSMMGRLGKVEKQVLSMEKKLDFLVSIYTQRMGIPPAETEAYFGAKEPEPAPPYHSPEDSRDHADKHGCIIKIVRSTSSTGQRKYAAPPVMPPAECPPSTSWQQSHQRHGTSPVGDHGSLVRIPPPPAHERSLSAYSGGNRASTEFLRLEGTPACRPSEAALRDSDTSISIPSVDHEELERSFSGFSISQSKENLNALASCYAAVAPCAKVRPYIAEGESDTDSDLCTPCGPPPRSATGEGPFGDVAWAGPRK
Kir21 inh: Kir2.1 (mouse) channel inhibition | P35561 | B-score at 10 µM | HEK293-Kir2.1, FluxOR thallium flux fluorescence; stronger effect = lower value | AID 1672 | 310,000 compounds, 0.85% hits;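 active = fluorescence ratio B-score at or below minus 3 SD of library scores, with starting-brightness B-score within 2 SD, cut at about -4.2 in these data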;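 note: channel flux triggered by added potassium and thallium sulfate stimulus; B-score of peak minus minimum fluorescence over baseline after thallium stimulus; more negative B-score means stronger Kir2.1 block with less thallium influx; some compounds called inactive have numbers as strong as hits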
* marks the source's active call; other numbers are inactive results; i = inactive.

SMILES,KCNQ2 inh,Kir21 inh
CCn1cc(S(=O)(=O)NC2CCCCC2)cn1,i,0.01
CSc1nnc(C2CCCN(CC(=O)Nc3ccccc3N3CCOCC3)C2)n1C(C)C (stereo unspecified),i,0.01
COc1ccc(CCN(C)C(=S)Nc2ccc(SC(F)F)cc2)cc1OC,i,-2.1
COc1ccc(NC(=S)NNc2ccc(S(=O)(=O)Nc3ccccc3C(=O)O)cc2[N+](=O)[O-])cc1,i,1.3
CN(C)C(CNC(=O)c1cc2ccccc2oc1=O)c1ccccc1 (stereo unspecified),i,-1.4
O=C(NC(=S)Nc1ccccc1N1CCOCC1)c1ccco1,i,0.83
Cc1cccc(-c2nnn(C/C(N)=N/O)n2)c1,i,-0.43
COc1ccc(NC(C)=O)cc1NS(=O)(=O)c1cn(C)c(=O)n(C)c1=O,i,-0.16
O=C(O)CSc1nnc(-c2ccccc2Br)n1-c1cccc(C(F)(F)F)c1,i,0.44
CC1CN(Cc2cc(=O)[nH]c(C3CC3)n2)CC(C)O1 (stereo unspecified),i,0
COc1ccc(/C=N/Nc2nnc(C)n2N)cc1OC,i,-2.8
Cc1sc2nc(CN3CCCCC3)nc(N3CCN(C(=O)c4ccco4)CC3)c2c1C,i,-1.1
C=CCn1cnc2scc(-c3ccccc3)c2c1=O,i,-0.94
O=C(CCn1c(=O)oc2ccccc21)Nc1ccccc1,i,-0.1
Cc1ccccc1NC1=NC(=S)N(c2ccccc2)C12CCCCC2,i,0.32
Cc1ccc(N2C(=O)C(Cl)=C(N3CCOCC3)C2=O)cc1Cl,i,1
CNCCCOc1ccc(C)cc1Br,i,-1.2
CCCc1cc(=O)oc2cc(C)cc(OC(C)C(=O)NCCN3CCOCC3)c12 (stereo unspecified),i,1.4
CCOC(=O)c1cnn(-c2ccccc2)c1NC(=O)c1ccccc1,i,-0.94
CCOc1ccc(S(=O)(=O)N2CCCCC2)cc1NC(=O)CN1C(=O)NC(C)(c2ccccc2)C1=O (stereo unspecified),i,0.7
CN(C)c1ccc(NC(=O)C2C3C=CC(C3)C2C(=O)O)cc1 (stereo unspecified),i,0.84
CCOC(=O)c1cnc(-n2nc(C)cc2C)nc1Nc1ccc(C)cc1,i,0.32
Cc1ccc(C(=O)CCNc2ccc(Cl)cc2)o1,i,-1.8
CCOc1ccc(-n2c(=O)[nH]c3sc4c(c3c2=O)CCCC4)cc1,i,1.4
CC(C)NC(=O)CN1C(=O)CSc2ccc(S(=O)(=O)N3CCCC3)cc21,i,-0.05
N#C/C(=C\c1cccs1)c1nc2ccccc2[nH]1,i,0.19
COc1ccc2cc3cc(C(=O)NCCN4CCc5ccccc5C4)sc3nc2c1,i,1.4
CC(C)(C)c1cc(C(=O)N/N=C/c2ccc(F)cc2)n(-c2ccccc2)n1,i,0
O=C(O)c1ccc(S(=O)(=O)c2ccc3c(c2)C(=O)N(c2ccc(Br)cc2)C3=O)cc1,i,0.54
CC(C)c1ccc(/C=N/NC(=O)CN(c2cccc(Cl)c2Cl)S(C)(=O)=O)cc1,i,0.17
CCOC(=O)c1cnc2ccc(C)cc2c1OCc1cc(F)cc(F)c1,i,-1.5
O=S(=O)(c1cccc2nsnc12)N1CCN(C/C=C\c2ccccc2)CC1,i,-0.5
O=C(Nc1c(Cl)cc(Cl)cc1C(=O)NCCN1CCOCC1)c1cccc([N+](=O)[O-])c1,i,0.05
CCCCC1S/C(=N/N=C/c2ccco2)NC1=O (stereo unspecified),i,0.69
CCOC(=O)CNC(=S)N1CCn2c(nc3ccccc32)C1,i,-2.1
COC1CCN(C(=O)c2ccc(OC3CCN(Cc4ccccn4)CC3)cc2)CC1,i,-0.47
Cc1cccn2c(/C=N/OCc3ccc(F)cc3)c(-c3ccc(Cl)cc3)nc12,-6.6*,-0.57
O=C(O)C1C2CCC(O2)C1C(=O)Nc1cnn(Cc2ccccc2)c1 (stereo unspecified),i,0.13
O=C1OC(Cc2ccccn2)C(=O)C1=C1SCCS1 (stereo unspecified),i,-1.5
COc1cccc2c(=O)cc(C)n(CC(=O)Nc3cccc(C)c3)c12,i,1.9
C#CCOCCOCCOCCNc1nc(N2CCN(C(=O)Cn3cc(CCCCN)nn3)CC2)nc(N2CCN(C(=O)[C@H](C)n3cc(CCCN=C(N)N)nn3)CC2)n1,i,-0.07
Cc1ccc(-n2c(C)nc3c(cnn3-c3ccc(F)cc3)c2=O)cc1,i,0.48
COc1cc(/C=N\NC(=O)c2ccc(Cl)cc2)ccc1Oc1ccc([N+](=O)[O-])cn1,i,-0.19
COc1ccc(OC)c(/C=C/C(=O)Nc2ccc(OC)nc2)c1,i,0.06
Cc1ncc(/C=C2\C(=O)Nc3ccccc32)[nH]1,i,0.2
O=C(c1nc2ccccn2c1CN1CCCC(c2nc3ccccc3o2)C1)N1CCCC1 (stereo unspecified),i,-1.4
Cc1ccnc(NCc2c(O)ccc3ccccc23)c1,i,1.3
CCC(=O)N1CCc2cc(Br)cc(S(=O)(=O)N(C)c3ccc(OC)cc3OC)c21,i,0.5
CC(=O)Nc1ccccc1C(=O)C(=O)Nc1ccc(C(=O)N2CCOCC2)cc1,i,1.2
C=CCn1c(SCC(=O)c2ccccc2)nnc1-c1cc2ccccc2o1,i,-0.84

Further entries follow.
SMILES,KCNQ2 inh,Kir21 inh
CC(=O)N1CCSc2ccc(S(=O)(=O)NCCc3ccc(C)cc3)cc21,i,-2.4
Cc1nn(-c2ccccc2)c2c1C(c1ccco1)C(C#N)=C(N)O2 (stereo unspecified),i,1.6
CCOc1ccc(NS(=O)(=O)N(C)C)cc1,i,-0.18
COc1ccc(S(=O)(=O)N(C)C)cc1NC(=O)[C@H](Cc1ccccc1)N1C(=O)c2ccccc2C1=O,i,0.52
Cc1ccc(-n2nc3c(c2NC(=O)c2cc4ccccc4o2)CS(=O)(=O)C3)cc1,i,-0.6
COC(=O)c1cc2cc(NS(=O)(=O)c3ccc(C)cc3)ccc2s1,i,0.88
O=C(NCc1ccccc1F)C1CCC(=O)N(Cc2ccc(Cl)cc2)C1 (stereo unspecified),i,0.02
CCCC(=O)NC(=S)Nc1ccccc1C(F)(F)F,i,0.96
CCOc1cc2c(cc1OCC)C(c1ccccc1)N(c1ccc(C(=O)O)cc1)C(=O)C2 (stereo unspecified),i,-0.06
Cn1c(SCC(=O)c2ccc(O)c(O)c2)nnc1-c1ccccc1,i,-0.13
COc1ccc(Br)c(C(=O)NC2CCCC2)c1,i,0.22
CC1(/[N+]([O-])=C/c2ccc(F)cc2)CCCCC1=O (stereo unspecified),i,-0.13
COc1ccccc1CN1CC(C(=O)NCCn2ccc(C)n2)CCC1=O (stereo unspecified),i,2
COc1ccc(C2CCCN2C(=S)Nc2cccc(Cl)c2)cc1OC (stereo unspecified),i,-0.49
CCCCN(CC)S(=O)(=O)N1CCC(C(=O)NCCCN2CCOCC2)CC1,i,0.27
N#C/C(C(=O)c1ccccc1)=C1/CCCCCN1,i,-0.31
COc1ccc(Cl)cc1NC(=O)c1oc(C)nc1C,i,2
CC(C)(C)C(=O)Nc1cc(S(=O)(=O)N2CCCCC2)ccc1N1CCCCC1,i,-0.76
Cc1ccc(-n2c(C)cc(/C([O-])=C(/C(=S)Nc3ccc(F)c(Cl)c3)[n+]3ccccc3)c2C)cc1,i,-1.9
COc1ccc(Br)cc1/C=N/NC(=O)CN1CCN(Cc2ccccc2)CC1,i,-1.2
CC(NC(=O)c1cc(S(=O)(=O)N2CCOCC2)cn1C)c1ccccc1 (stereo unspecified),i,-0.07
O=C(O)C(C(O)c1ccccc1)[n+]1ccccc1 (stereo unspecified),i,-2.1
CC(C)Oc1ccc(OCCNC2CCCC2)cc1,i,-0.59
CCC(=O)N1CCc2cc(S(=O)(=O)CCC(=O)N(C)c3ccc(OC)cc3OC)ccc21,i,-0.09
O=C(CNC(=O)c1ccco1)OCC(=O)c1ccccc1,i,3.6

One compound at a time, as listed above:
COc1ccc(S(=O)(=O)N(C)C)cc1NC(=O)[C@H](Cc1ccccc1)N1C(=O)c2ccccc2C1=O as listed: KCNQ2 inh: i; Kir21 inh: 0.52
COc1ccccc1CN1CC(C(=O)NCCn2ccc(C)n2)CCC1=O (stereo unspecified) as listed: KCNQ2 inh: i; Kir21 inh: 2

Additional structures follow:
SMILES,KCNQ2 inh,Kir21 inh
COc1ccc(S(=O)(=O)NNC(=O)c2ccccc2-n2cccc2)cc1,i,-0.99
CC(=O)Nc1ccccc1OCC(=O)NC(C)c1ccc(F)cc1 (stereo unspecified),i,0.31
COc1ccccc1C(=O)N1N=C(c2ccc(NS(C)(=O)=O)cc2)CC1c1cccs1 (stereo unspecified),i,0.39
CN1C(=O)C(CC(=O)Nc2ccccc2)S/C1=N/c1nccs1 (stereo unspecified),i,-0.22
O=C1CN2C(=Nc3ccc(Br)cc3C2c2ccccc2)CCN1 (stereo unspecified),i,-1.5
COc1ccc(-c2noc(C(C)n3nc(C)c([N+](=O)[O-])c3C)n2)cc1OC (stereo unspecified),i,0.02
Cc1ccc(N(C(=O)CNC(=O)c2ccco2)C(C(=O)NC2CCCCC2)c2cccnc2)cc1 (stereo unspecified),i,0.13
CC(C)C(NS(=O)(=O)c1ccc2c(c1)C(C)(C)C(=O)N2C)C(=O)NCc1ccc(F)cc1 (stereo unspecified),i,0.32
O=C(Nc1cc(C(F)(F)F)ccc1-n1cncn1)C1CC1,i,0.37
CCCCNC(=O)c1cc2ccccc2s1,i,0.05
CCCCN1C(=O)C(NC(=O)CC(C)C)(C(F)(F)F)C2=C1CC(C)(C)CC2=O (stereo unspecified),i,-0.4
Cc1cc(=O)[nH]c(N/N=C/c2cn(CCC#N)nc2-c2ccccc2)n1,i,0.1
CCOC(=O)c1[nH]c2ccc(Br)cc2c1NC(=O)CNC,i,-0.01
C/C(=N/Nc1cc(-c2ccccc2)nc(-c2ccccc2)n1)c1ccc(O)cc1,i,-0.37
CC(C)C(C(=O)OCC(=O)c1ccccc1)N1C(=O)C2C3C=CC(C3)C2C1=O (stereo unspecified),i,-0.56
O=C(CN1CCCCC1)N=Nc1c(O)[nH]c2ccccc12,i,-0.25
CC(C)CN(CC(C)C)C(=O)Cc1coc2ccc3ccccc3c12,-8.4*,-5.8*
Cc1c(NS(=O)(=O)c2ccccc2)c(=O)n(-c2ccccc2)n1C,i,0.27
CCCCCc1nc2c(C#N)c(-c3ccc(Cl)cc3)ccn2n1,i,-0.13
O=C(NCCCC1CCCC1)C1CCC(=O)N(Cc2ccc(Cl)cc2)C1 (stereo unspecified),i,-2.6
O=C(Nc1nnc(Cc2ccccc2F)s1)Nc1ccccc1F,i,-0.39
Cn1ccnc1SCCNC(=O)CCc1nnc(CCc2ccccc2)o1,i,-0.76
CN1CCc2c(sc(NC(=O)C3CCCCC3)c2C(N)=O)C1,i,-0.68
CCc1c(C)nc(SCC(=O)c2ccc(C)c(C)c2)[nH]c1=O,i,1.3
COc1ccc(N(C)C(=O)C2CCN(S(=O)(=O)c3cccc4nonc34)CC2)cc1,i,0.9
CCOCCn1c(SCCCc2ccccc2)nc2c1c(=O)[nH]c(=O)n2C,i,-1.5
COc1ccc(CN2CCc3ccc(NC(=O)CCc4ccccc4OC)cc3C2)c(O)c1,i,0.02
C/C(=N\NC(=O)c1ccccc1F)c1cccc(NC(=O)c2ccc(C)cc2)c1,i,-0.96
O=C(Nc1ccc(Cl)cc1)C1CC2CCCC(C1)C2=O (stereo unspecified),i,1.2
CC(NC(=O)C1CC1)C(c1cccs1)N1CCOCC1 (stereo unspecified),i,1.6
O=C1COCC(=O)N1CCc1c[nH]c2ccccc12,i,0.69
O=C(Cc1cccs1)Nc1ccc(NC(=O)c2ccco2)cc1,i,-0.63
O=[N+]([O-])/C=C1/CCCCCN1,i,0.7
O=C1c2ccccc2-c2nc3ncnn3c(-c3ccccc3Cl)c21,i,1.4
COc1ccc(/C=N\NC(=O)c2ccccc2[N+](=O)[O-])cc1COc1c(F)c(F)c(F)c(F)c1F,i,0.09
Cn1c(O)c(N=NC(=O)C2COc3ccccc3O2)c2ccccc21 (stereo unspecified),i,0.25
Cc1ccc2oc(-c3ccco3)cc(=O)c2c1,i,0.71
Nc1ccc(C(CC(=O)O)n2cccc2)cc1 (stereo unspecified),i,-0.39

Structures listed so far marked active in KCNQ2 inh:
SMILES,KCNQ2 inh,Kir21 inh
Cc1cccn2c(/C=N/OCc3ccc(F)cc3)c(-c3ccc(Cl)cc3)nc12,-6.6*,-0.57
CC(C)CN(CC(C)C)C(=O)Cc1coc2ccc3ccccc3c12,-8.4*,-5.8*

Already shown: an excerpt of the list.
SMILES,KCNQ2 inh,Kir21 inh
CCn1cc(S(=O)(=O)NC2CCCCC2)cn1,i,0.01
CSc1nnc(C2CCCN(CC(=O)Nc3ccccc3N3CCOCC3)C2)n1C(C)C (stereo unspecified),i,0.01
COc1ccc(CCN(C)C(=S)Nc2ccc(SC(F)F)cc2)cc1OC,i,-2.1

High-throughput results deposited in PubChem BioAssay by Johns Hopkins Ion Channel Center.
